NRP1-CendR mod: NRP-1/CendR interaction modulation; O14786; FAM-RPARPAR peptide binding to NRP-1, fluorescence polarization; inhibition, % at 25 µM; hit rate 0.85% among 360,000;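 active means inhibition or corrected inhibition above about 18%, plus a signal ratio from 0.5 to 1.5, limit read from the data, passing the limit was not always enough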; further: strong numbers were not always called active
Rpn11 inh: blocks the human proteasome subunit Rpn11; O00487; human 26S proteasome, Ub4-pepOG fluorescence polarization; 20S core pre-blocked with epoxomicin; calls only at 20 µM; hit rate 0.59% among 360,000; AID 588493;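 active means inhibition at 20 µM, scaled to each plate's controls, above about 33%, limit read from the data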
Target sequence (O00487 whole entry, looked up): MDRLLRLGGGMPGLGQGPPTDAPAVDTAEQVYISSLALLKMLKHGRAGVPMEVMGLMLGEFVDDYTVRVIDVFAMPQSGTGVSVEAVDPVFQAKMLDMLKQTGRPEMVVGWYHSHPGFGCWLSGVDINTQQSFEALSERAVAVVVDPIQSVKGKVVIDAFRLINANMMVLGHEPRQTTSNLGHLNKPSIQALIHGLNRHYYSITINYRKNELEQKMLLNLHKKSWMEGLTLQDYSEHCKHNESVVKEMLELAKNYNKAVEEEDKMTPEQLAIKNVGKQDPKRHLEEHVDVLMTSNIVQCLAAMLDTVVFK
LMPTP inh: blocks human LMPTP phosphatase; P24666; recombinant LMPTP-A, OMFP fluorogenic substrate, fluorescence intensity; inhibition, % at 20 µM; hit rate 0.22% among 360,000; AID 651560;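 active means compounds that cut the enzyme signal by at least half of the control window in the single-dose screen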;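 further: plate controls were DMSO wells with enzyme plus substrate for no effect and substrate without enzyme for full effect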
Target sequence (P24666 whole entry, looked up): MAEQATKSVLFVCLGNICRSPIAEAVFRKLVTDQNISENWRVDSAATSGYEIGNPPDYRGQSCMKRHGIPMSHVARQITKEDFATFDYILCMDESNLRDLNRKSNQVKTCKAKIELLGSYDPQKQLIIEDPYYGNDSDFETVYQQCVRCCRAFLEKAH
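Buffer or medium: Bis-Tris pH 6.0, DTT, detergent; Assay system: LMPTP-A enzyme; Quantity: 0.625 nM enzyme; Detection: endpoint fluorescence intensity; Times: 50 min dark incubation at room temperature; Controls: substrate-only low control, DMSO enzyme-plus-substrate high control; Doses: single 20 µM dose; Read-out: percent inhibition versus substrate-only and uninhibited controls; Reagent: 400 µM OMFP.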
NadD block: blocks S. aureus nicotinate mononucleotide adenylyltransferase. purified NadD enzyme, colorimetric absorbance read-out. hit rate 0.78% among 360,000. AID 602399. inhibition, % at 20 µM; in the data active means inhibition above about 26%; further: some compounds past the cut are filed as inactive
STEP inh: inhibitors of human striatal-enriched phosphatase STEP; P54829; recombinant STEP, OMFP fluorogenic substrate, fluorescence; inhibition, % at 20 µM; hit rate 0.25% among 360,000;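 active means inhibition at 20 µM, scaled per plate between control wells, above about 37%, limit read from the data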;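 further: 0% = DMSO with enzyme and substrate and 100% = substrate only without enzyme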
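Measure: Control-normalized % inhibition with plate pattern correction | Test system: STEP phosphatase, cell-free reaction | Medium: pH 6.0 Bis-Tris with DTT and Tween 20 | Technique: Fluorescence, 480/540 nm | Times: Reaction 20 min, ambient temperature | Doses: Single compound dose of 20 µM, 1% DMSO final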
Scp1 inh: inhibitors of human Scp-1 phosphatase; Q9GZU7; Recombinant Scp1, phosphopeptide, malachite green phosphate absorbance; inhibition, % at 20 µM; hit rate 0.88% among 340,000; AID 493091;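 active means inhibition above about 50% at 20 µM, limit read from the data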;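 further: plate controls were DMSO wells with enzyme for no effect and wells lacking enzyme for full effect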
Target sequence (Q9GZU7 76-261 limits assumed): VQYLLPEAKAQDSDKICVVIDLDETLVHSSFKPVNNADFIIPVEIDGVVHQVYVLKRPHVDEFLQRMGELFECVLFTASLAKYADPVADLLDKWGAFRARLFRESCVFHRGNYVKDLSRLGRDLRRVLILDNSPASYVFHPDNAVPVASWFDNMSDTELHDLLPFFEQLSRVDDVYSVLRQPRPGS
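Material – SCP-1 phosphatase catalytic domain, residues 76-261 · Buffer or medium – Acidic Tris acetate buffer with magnesium and detergent · Also added – Phospho 17-mer peptide substrate · Compound – single 20 µM dose, 1% DMSO · Times – 45 min room-temperature reaction, 5 min colour, 30 min stabiliser · Technique – Phosphate-binding colour reagent, absorbance read at 630 nm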
SUMO1-SIM PPI: modulators of human SUMO1-mediated protein-protein interactions; SUMO1 binding to a labelled peptide, TR-FRET, 1 h; P63165; inhibition, % at 20 µM; hit rate 0.33% among 360,000; in the data active means inhibition above about 37%
Target sequence (P63165 whole entry, looked up): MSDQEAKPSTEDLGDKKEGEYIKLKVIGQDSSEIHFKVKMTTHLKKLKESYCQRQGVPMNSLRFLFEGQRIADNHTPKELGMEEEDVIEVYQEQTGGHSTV
SKN-1 block: inhibitors of C. elegans SKN-1; inhibition, % at 21.8 µM; C. elegans VP596 Pgst-4::GFP/RFP ratio, acrylamide-induced, 24 h; hit rate 0.49% among 360,000;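 active means interference check ratio from 0.5 to 1.5 plus GFP to RFP signal ratio inhibition reaching or exceeding a fixed threshold, cut at about 30% in these data, passing the limit was not always enough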; further: some compounds called inactive have numbers as strong as hits
MT1-MMP act inh: inhibitors of human MT1-MMP activation | P50281 | HT1080 RFP-PRO-GFP cells, GFP/RFP ratio fluorescence, overnight; percent of plate control window, DMSO zero | GFP/RFP ratio change, % at 20 µM | hit rate 0.061% among 360,000 | AID 651647;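 active means GFP/RFP ratio change of at least 30% with cell ATP level not reduced by more than half and red fluorescence within 50% of control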; further: strong numbers were not always called active
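Material: RFP-PRO-GFP reporter HT1080 cells. Dosing: single-point 20 µM compound, 1% DMSO. Controls: DMSO and RFP-L50D-GFP cell wells. Timing: cells overnight before dosing, compound overnight, 37 °C, 5% CO2. Measure: GFP/RFP fluorescence ratio.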
DNMT1 block: inhibitors of human DNMT1; inhibition (reported as % activation of signal), % at 10 µM; P26358; DNMT1 molecular beacon, Hinp1I cleavage, fluorescence; hit rate 0.83% among 360,000; in the data active means inhibition above about 50%
* = called active by the depositor; i = inactive; . = no result given.

SMILES	NRP1-CendR mod	Rpn11 inh	LMPTP inh	NadD block	STEP inh	Scp1 inh	SUMO1-SIM PPI	SKN-1 block	MT1-MMP act inh	DNMT1 block
N#CCCN(Cc1ccccc1)C(=S)NC(=O)c1ccccc1	-16	i	-1.5	1	1	-6	-1	8	8	-2
Fc1ccc2cnc(-c3ccccc3F)cc2c1	4	i	2.4	-3	1	-2	-10	8	-5	-6
Cc1cccc(C(=O)OCC(=O)N2CCCC2=O)c1O	8	i	0.0	-2	3	-6	6	6	-3	2
Cc1ccc(C)c(N(CC(=O)NC2CCCC2)C(=O)CCC(=O)Nc2cc(C)on2)c1	-6	i	0.1	-3	0	-3	2	-14	-1	0
CC1(c2ccccc2Cl)NC(=O)N(CC(=O)N2c3ccccc3NC(=O)C2(C)C)C1=O (stereo not drawn)	-4	i	-0.2	8	-2	-6	1	-5	-1	-19
CC(C)c1ccc2c(c1)C(c1cccs1)=NNC(c1ccncc1)=N2	-3	i	0.7	-2	-2	-3	-3	-1	-7	1
CC(C)CCn1nnnc1C(c1ccccc1F)N1CCC(C(N)=O)CC1 (stereo not drawn)	1	i	0.6	-5	-1	-4	1	4	-10	-1
NS(=O)(=O)c1cc(C(=O)NCCOc2ccccc2)c(Cl)cc1Cl	4	i	-2.2	-1	1	-2	1	-2	12	5
O=C1COc2ccc(C(=O)NCc3ccc4c(c3)OCO4)cc2N1	0	i	-0.5	-1	0	-4	1	9	1	-1
COc1cc2c(cc1OC)C1=NC(=O)CN1C(SCc1ccc(C)cc1)=N2	-21	i	1.8	-2	7	-7	6	-7	6	-7
NC1=NOC(=O)C1C1CCCCC1 (stereo not drawn)	13	i	-0.5	2	-3	-5	-2	15	3	-2
Cc1ccc(C)c(NC(=O)CN(C)C(=O)c2ccncc2)c1	-5	i	-0.1	-2	2	-5	6	2	0	1
CCN1CC(CN(C)Cc2nc(-c3cccs3)no2)CC1=O (stereo not drawn)	7	i	-0.6	-2	-3	-8	1	5	2	3
O=C1CCCN1c1ccc(S(=O)(=O)Oc2cccc(Cl)c2)cc1[N+](=O)[O-]	8	i	1.2	-1	-16	-9	-16	-22	-3	-4
CN(C)C(/C=C/Nc1ccc(Br)cc1)=C(C#N)C#N	14	i	-1.4	-3	-2	-5	0	11	-3	1
CCCc1ccc(C(O)c2ncc(-c3ccccc3C)[nH]2)cc1 (stereo not drawn)	-7	i	1.3	-2	-3	.	1	-5	2	2
O=c1oc2ccccc2n1Cc1cccc(F)c1	-28	i	1.2	-8	0	2	-1	9	-7	-2
O=C(CCN1CCOCC1)NNC(=O)Nc1cccc(C(F)(F)F)c1	11	i	1.2	-5	-2	-5	-3	11	2	0
NC(=O)c1cc(S(=O)(=O)NCCc2ccc(Cl)cc2)cs1	1	i	0.4	-3	1	-5	24	6	3	0
O=C(OCC(=O)N(C1CCCCC1)C1CCCCC1)c1ccco1	-9	i	-0.7	-2	0	-4	-5	-3	0	-3
CCCCn1nc2cc(C(=O)NCc3ccccc3)ccc2c1OCC	-2	i	0.1	0	0	4	-16	2	5	-2
COc1ccccc1C(=O)NNC(=O)c1ccc2ccccc2c1O	0	i	0.2	0	4	.	2	-8	4	-1
COCCN(CC(=O)Nc1cccc(C)c1C)C(=O)Cc1sc(C)nc1-c1ccc(F)cc1	-30	i	-0.3	-6	-4	-5	0	4	-2	2
COc1cc(N2CCCC2)c(OC)cc1C=O	8	i	0.8	-4	2	-8	-7	18	2	-14

Reformatted with bars between the fields: two of the compounds above.
structure | NRP1-CendR mod | Rpn11 inh | LMPTP inh | NadD block | STEP inh | Scp1 inh | SUMO1-SIM PPI | SKN-1 block | MT1-MMP act inh | DNMT1 block
CC(C)c1ccc2c(c1)C(c1cccs1)=NNC(c1ccncc1)=N2 | -3 | i | 0.7 | -2 | -2 | -3 | -3 | -1 | -7 | 1
CC(C)CCn1nnnc1C(c1ccccc1F)N1CCC(C(N)=O)CC1 (stereo not drawn) | 1 | i | 0.6 | -5 | -1 | -4 | 1 | 4 | -10 | -1

Next section.
SMILES	NRP1-CendR mod	Rpn11 inh	LMPTP inh	NadD block	STEP inh	Scp1 inh	SUMO1-SIM PPI	SKN-1 block	MT1-MMP act inh	DNMT1 block
Cc1ccc(-c2csc3nnc(SCC(=O)NCc4ccc5c(c4)OCO5)n23)cc1	-10	i	-0.1	-1	12	-2	2	11	-4	16
CCOC(=O)c1cc(-c2ccccc2)sc1NC(=O)C(C)OC(=O)c1ccncc1 (stereo not drawn)	0	i	4.7	8	4	3	-1	-1	1	-11
Cc1ccc(CNC(=O)CCS(=O)(=O)c2ccc3c(c2)NC(=O)CO3)cc1	13	i	0.1	3	0	-3	4	1	1	2
O=C(Nc1ccc2c(c1)OCO2)c1cc(C2CCCCN2S(=O)(=O)Cc2ccccc2)on1 (stereo not drawn)	-5	i	2.8	-6	-2	.	4	-12	2	-1
CCOC(=O)c1nnn2c1nc(N1CCCCC1)c1ccccc12	-3	i	0.0	10	-2	-1	-2	-1	-2	0
CCOC(=O)C1=C(c2ccccc2)N=C2SCC(=O)N2C1c1cccc(OC)c1 (stereo not drawn)	-6	i	1.1	0	-1	0	-6	-4	5	-4
CCOC(=O)CCS(=O)(=O)c1nc(-c2ccccc2)cc(C(F)(F)F)n1	5	i	-0.6	-4	0	-2	-4	3	2	3
CC(=O)c1nnn(-c2ccc([N+](=O)[O-])cc2)c1C	-6	i	0.3	-4	-2	-12	-26	8	-4	-2
O=[N+]([O-])c1ccc(Cl)cc1NCc1cccnc1	-1	i	2.2	3	1	11	-35	-6	5	2
CCOc1ccccc1N(CC(=O)NCC1CCCO1)C(=O)CCC(=O)Nc1nccs1 (stereo not drawn)	0	i	-2.3	-3	3	-5	2	18	2	1
Cc1ccc(N2C(=O)[C@@H]3C(c4cccnc4)=NO[C@@H]3C2=O)cc1	0	i	-1.8	0	0	-11	2	6	0	-1
COc1cc(NC(=O)c2cccs2)c(C(=O)OCC(=O)NCc2ccccc2)cc1OC	-9	i	0.1	-3	2	-7	1	0	-3	17
CC(Sc1nncn1C)C(=O)Nc1ccc2ccccc2c1 (stereo not drawn)	-6	i	-0.2	5	-1	-1	-2	-6	6	0
COc1cccc(/C=N/NC(=O)CNC(=O)CCc2ccccc2)c1O	-4	i	-0.7	-1	0	-9	-2	0	7	-4
Cc1ccc(NC(=O)Cn2nnc(C(=O)Nc3ccc(F)c(Cl)c3)c2N)cc1	-12	i	-0.4	1	1	-1	0	4	-2	18
O=C(NNc1ccc(C(F)(F)F)cc1[N+](=O)[O-])c1ccc(NS(=O)(=O)c2ccc(F)cc2)cc1	4	i	2.1	1	-3	-11	-16	-11	2	-2
COc1ccc(NC(=O)CN(C)C(=O)c2cc3c(s2)CCC3)cc1	-1	.	64*	9	23	86*	76*	30	5	97*
O=C(c1ccccc1NS(=O)(=O)c1ccc(Br)cc1)N1CCOCC1	13	i	-0.1	-1	0	-8	-4	-3	-2	0
CC(=O)/C=C(\C)Nc1ccc(-c2cnc(-c3ccccc3)o2)cc1	-4	i	0.5	-6	-2	4	-6	2	-2	-7
CSc1ccc(C(=S)N2CCN(C(c3ccccc3)c3ccccc3)CC2)cc1	-11	i	1.7	7	12	-7	-3	10	-4	3
Cc1nc(Nc2ccc(S(N)(=O)=O)cc2)sc1C(=O)Nc1ccccc1	-4	i	1.0	1	-6	-4	0	9	-1	-2
O=C(NCc1ccccc1)C(=O)NCC1OCCN1S(=O)(=O)c1ccc(Br)cc1 (stereo not drawn)	20	i	0.1	-10	0	1	-2	5	3	-1
O=C(Oc1ccc(/C=N/n2cnnc2)cc1)c1cccc([N+](=O)[O-])c1	5	i	2.2	-6	2	5	-15	3	1	-1
CSc1ncc(Cl)c(C(=O)Nc2ccc(C)c(C)c2)n1	0	i	0.1	-13	0	-10	-8	-4	-6	-2
C=CCNC(=O)COCc1cc(-c2ccc3c(c2)OCO3)on1	14	i	-0.1	4	0	-2	-6	-6	6	-2
CC(=O)NCCc1nc(-c2ccc(Cl)cc2)no1	-1	i	1.0	1	2	1	1	6	-1	-2
CCC1(O)CC(C(=O)OC)=NN1C(=O)c1ccccc1 (stereo not drawn)	10	i	-0.3	-1	-2	-3	2	5	3	-1
COc1ccc(NC(C)=O)cc1NC(=O)CSc1nnc(-c2ccccn2)n1C	-16	i	0.0	-2	4	-4	0	0	3	3
O=C(O)Cn1c(=O)c(F)cn(C2CCCO2)c1=O (stereo not drawn)	4	i	-1.2	1	-1	-7	-1	4	-1	2
Nc1nc2ccccc2n1C(=O)c1cccs1	-2	i	-1.1	0	-4	-9	-2	-8	6	3
COc1cccc(CN2CCSCC2)c1OC	3	i	-0.6	-1	0	-2	4	-2	-2	-2
COc1cccc(N2CCN(C(=O)NC3CCCCC3)CC2)c1	-20	i	-1.7	-2	-4	-3	1	9	0	6
CC(=O)OC(C)C(=O)NS(=O)(=O)c1ccc(C)cc1 (stereo not drawn)	-10	i	-1.4	-1	-1	-4	-5	-7	1	2
COc1ccc(CNC(=O)CN=C2NC(=O)C(c3ccccc3)(c3ccccc3)N2)cc1	7	i	-1.3	-2	-5	24	1	6	0	4
Cc1cc(C)c(C#N)c(SCS(=O)c2ccc(C(C)(C)C)cc2)n1 (stereo not drawn)	-5	i	0.4	-6	1	-6	3	5	3	0
CCCCCOc1ccc(C(=O)NCC(=O)NCC(=O)OCC)cc1	-9	i	0.2	7	0	-5	-3	-1	2	0
CC(C)Cn1c(=O)c2ccccc2c2ccccc2c1=O	3	i	1.6	1	-1	-11	1	14	-2	1
S=c1[nH]nc(Cc2ccccc2)n1-c1ccccc1	-9	i	-0.2	-4	1	-4	4	10	4	2
CCCCN(CC(=O)NCCOC)C(=O)Cn1nnc2ccccc21	-1	i	-2.6	0	-4	-10	1	5	4	4
COc1ccc(N(CC(=O)N/N=C/c2cccs2)S(=O)(=O)c2ccc(OC)c(OC)c2)cc1	-4	i	1.1	6	-1	-1	-3	5	-2	-3
O=C(O)CC/C(=N\NC(=O)CNC(=O)/C=C/c1ccccc1)c1ccccc1	1	i	-0.5	-6	2	-11	-6	11	4	-1

An excerpt from above in order of their number in SUMO1-SIM PPI, rising:
smiles,NRP1-CendR mod,Rpn11 inh,LMPTP inh,NadD block,Scp1 inh,SUMO1-SIM PPI,SKN-1 block,MT1-MMP act inh,DNMT1 block
CC(=O)/C=C(\C)Nc1ccc(-c2cnc(-c3ccccc3)o2)cc1,-4,i,0.5,-6,4,-6,2,-2,-7
CC(=O)NCCc1nc(-c2ccc(Cl)cc2)no1,-1,i,1.0,1,1,1,6,-1,-2
Cc1cc(C)c(C#N)c(SCS(=O)c2ccc(C(C)(C)C)cc2)n1 (stereo not drawn),-5,i,0.4,-6,-6,3,5,3,0
